From PubChem BioAssay
V-ATPase pH: regulators of yeast V-ATPase proton pumping, primary screen, pHLuorin cytosolic pH fluorescence | AID 504577, 2011 | hit rate 0.37% among 350,000 | response, % at 10 µM | S. cerevisiae; in the data active means response mostly above about 7.3%, no sharp cut-off; inactive means mostly below about 5.4%; further: actives read high; inactives centre near 0; some compounds called inactive have numbers as strong as hits; reference of the scale not given here
MITF TRPM1 HTS: activators of MITF-driven TRPM1 promoter reporter, primary screen, cell-based, SK-MEL-5, luciferase, single point; SK-MEL-5 TRPM1-promoter luciferase, 24 h; % of positive control, neutral wells = 0; activation, % at 12.5 µM; hit rate 0.75% among 300,000;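 active means mean activation of at least 80% with every replicate also reaching 80%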;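 further: 0% = neutral control wells and 100% = parthenolide positive control wells; values of inactives mirror those of a sister screen read the other way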
HTR5A ag ctr: HTR5A agonists in luminescence cell assay, primary screen, counter-screen for OPRM1-OPRD1 heterodimer agonist project, full-deck HTS; cell-based; activation, % at 9.3 µM; hit rate 0.61% among 340,000; in the data active means activation mostly above about 9.5%, no sharp cut-off; inactive means mostly below about 7.6%;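 further: 0% = cells with vehicle only and 100% = reference agonist; strong numbers were not always called active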
CDK5 inh: inhibitors of human CDK5/p35 kinase, primary screen, biochemical, single concentration; inhibition, % at 10 µM; Recombinant CDK5/p35, ADP-Glo luminescence, 60 min; AID 488839, 2010; hit rate 0.01% among 330,000; Cyclin-dependent kinase 5 (Homo sapiens) + Cyclin-dependent kinase 5 activator 1 (Homo …;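 active means highest replicate inhibition of at least 50% and at least 75% of replicates reaching 50%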;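 further: plate controls were DMSO neutral control for no effect and GW8510 at 10 µM for full effect; many of its hits are not listed in these tables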
PvdQ inh: P. aeruginosa PvdQ acylase inhibitors, primary screen, biochemical, fluorescence, plate reader and imaging, single point; PvdQ acylase [Pseudomonas aeruginosa LESB58]; inhibition, % at 10 µM; hit rate 0.063% among 340,000; purified PvdQ acylase; in the data active means inhibition above about 30%, passing the limit was not always enough;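 further: 0% = vehicle neutral wells and 100% = reference inhibitor wells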
NSD2 HMT inh: NSD2 histone methyltransferase inhibitors, primary screen, biochemical, AlphaScreen, single concentration, set 2. hit rate 0.54% among 310,000. NSD2 peptide methylation, 120 min. AID 743445, 2014. inhibition, % at 12.5 µM. Histone-lysine N-methyltransferase NSD2 (Homo sapiens), O96028; in the data active means inhibition above about 50%
HTR5A inv ctr: HTR5A inverse agonists in luminescence cell assay, primary screen, counter-screen for OPRM1-OPRD1 heterodimer inverse agonist project, full-deck HTS. 5-hydroxytryptamine receptor 5A (Homo sapiens), P47898. HTR5A cell line, inverse agonism. inhibition, % at 9.3 µM. hit rate 0.083% among 340,000; in the data active means inhibition mostly above about 23%, no sharp cut-off; inactive means mostly below about 18%;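 further: 0% = cells with DMSO and 100% = no-cell wells with DMSO; some compounds called inactive have numbers as strong as hits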
dFosB activator: activators of delta FosB homodimer, primary screen, biochemical, fluorescence polarization, TAMRA-CDK5 oligo, single point; Protein FosB (Mus musculus), P13346; purified delta FosB; percent of positive-control signal above neutral wells; activation, % at 25 µM; hit rate 0.99% among 340,000; AID 493131, 2011;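 active means mean activation above about 17%, with every replicate also reaching it, limit read from the data, passing the limit was not always enough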;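 further: fluorescence polarization rise as delta FosB binds a TAMRA Cdk5 AP-1 oligo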
Target sequence (P13346 whole entry, looked up): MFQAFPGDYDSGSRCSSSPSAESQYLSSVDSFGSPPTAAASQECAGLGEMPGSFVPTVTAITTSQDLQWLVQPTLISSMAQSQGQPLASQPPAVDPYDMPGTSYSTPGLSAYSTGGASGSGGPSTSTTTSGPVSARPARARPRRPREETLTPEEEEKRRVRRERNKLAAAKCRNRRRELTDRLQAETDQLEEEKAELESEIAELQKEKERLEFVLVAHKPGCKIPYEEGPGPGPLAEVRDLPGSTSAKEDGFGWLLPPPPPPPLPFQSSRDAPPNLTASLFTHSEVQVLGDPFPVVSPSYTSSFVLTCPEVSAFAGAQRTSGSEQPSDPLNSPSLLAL
Wnt bcat act: Wnt/beta-catenin pathway activators, primary screen, cell-based, plate reader, single point; Wnt/beta-catenin reporter cell assay, activator; hit rate 1.2% among 300,000; activation, % at 9.35 µM; in the data active means activation above about 30%, passing the limit was not always enough;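 further: 0% = neutral control wells and 100% = positive control wells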
SR-BI DiI inh: inhibitors of SR-BI mediated HDL lipid uptake, primary screen, ldlA[mSR-BI] cells, fluorescence, single point | Scavenger receptor class B member 1 (Mus musculus), Q61009 | ldlA[mSR-BI] CHO cells, DiI-HDL uptake fluorescence, 3 h | inhibition, % at 12.5 µM | hit rate 0.96% among 320,000;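 active means mean replicate inhibition of at least 70% and a set share of replicates each scoring 70 or more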;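 further: 0% = median of neutral control wells and 100% = median of positive control wells; values of inactives mirror those of a sister screen read the other way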
Target sequence (Q61009 whole entry, looked up): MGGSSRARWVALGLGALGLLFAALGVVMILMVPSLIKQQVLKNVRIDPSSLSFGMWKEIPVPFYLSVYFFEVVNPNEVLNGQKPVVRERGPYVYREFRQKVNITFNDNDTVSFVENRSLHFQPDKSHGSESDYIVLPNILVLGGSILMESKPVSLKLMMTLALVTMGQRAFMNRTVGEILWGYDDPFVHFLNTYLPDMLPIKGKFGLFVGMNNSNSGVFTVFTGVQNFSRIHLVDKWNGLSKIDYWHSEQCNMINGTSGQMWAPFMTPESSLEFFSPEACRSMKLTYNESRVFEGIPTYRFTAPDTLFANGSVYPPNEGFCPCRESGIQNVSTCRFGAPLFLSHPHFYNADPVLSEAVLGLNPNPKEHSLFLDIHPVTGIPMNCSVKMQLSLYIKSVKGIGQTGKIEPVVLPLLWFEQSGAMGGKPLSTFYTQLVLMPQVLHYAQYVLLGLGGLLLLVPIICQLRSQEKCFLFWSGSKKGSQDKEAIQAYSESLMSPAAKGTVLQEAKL
* = called active by the depositor; nt = no result given.

molecule	V-ATPase pH	MITF TRPM1 HTS	HTR5A ag ctr	CDK5 inh	PvdQ inh	NSD2 HMT inh	HTR5A inv ctr	dFosB activator	Wnt bcat act	SR-BI DiI inh
COc1cc2cc(C(c3nnnn3C3CCCCC3)N(C)C3CCCCC3)c(=O)[nH]c2cc1OC (centres undefined)	1.8	5.3	0.5	1.6	-2.4	nt	10.6	-15.4	nt	3.1
Fc1ccc(CNCc2ccc(Br)cc2)cc1	1.7	2.0	6.2	1.7	-23.1	-3.2	-3.8	-8.9	nt	-7.4
C[C@H](O)[C@@H]1C(=O)N2CCc3ccc(-c4cccc(F)c4)cc3[C@@H]2C[C@@H]1N(C)C(=O)Nc1ccccc1	0.6	19.3	nt	-0.9	-11.4	nt	nt	-17.7	-1.7	1.0
CN(C)/C=C/C(=O)/C=C/c1ccc(Cl)cc1	21.0	46.7	0.8	-4.0	10.9	2.2	-2.2	-7.3	71.2*	6.9
Cc1ccc(S(=O)(=O)NC(=O)Nc2ccc(Cl)cn2)cc1	7.6	4.0	-5.4	-0.7	-2.8	-5.5	14.2	-5.5	-1.0	-6.9
COc1ccc(OC)c(NC(=O)CN2C(=O)c3ccccc3S2(=O)=O)c1	1.3	nt	-2.3	0.7	-6.9	1.0	18.1	-0.3	nt	24.2
COc1cccc(N2CC(NC(=O)c3cccc4ccccc34)CC2=O)c1 (centres undefined)	1.4	-1.0	-2.7	0.6	-14.0	-1.3	-21.4	-11.8	-3.3	2.5
COC(=O)C(C)Sc1nc(N)c(NC(=O)c2ccco2)c(=O)[nH]1 (centres undefined)	-0.4	-9.9	-4.1	0.1	-9.7	nt	-0.4	2.5	13.8	-2.2
CCOC(=O)c1ccc(N2C=C(C(=O)OC)C(c3ccc(OC)c(O)c3)C(C(=O)OC)=C2)cc1	2.0	2.1	2.4	0.7	-7.5	0.6	-9.3	-0.4	-1.5	6.6
CCOc1cccc(C(=O)NC(=S)Nc2ccc(N3CCCC3)cc2)c1	-1.1	-1.8	-5.8	-0.4	-19.5	1.3	12.7	6.5	-3.9	18.3
Cc1nn2c(-c3ccccc3)ccnc2c1Br	-0.8	-4.7	-1.2	-0.7	-11.9	-4.1	4.4	-11.5	2.4	15.8
CN(C)CCN1C(=O)C2C3C=CC(C3)C2C1=O (centres undefined)	0.0	-8.9	-1.0	1.1	-10.5	nt	2.6	-0.9	1.2	-3.9
CC(=O)Nc1ccc(S(=O)(=O)N2CCN(c3cc(C)ccc3C)CC2)cc1	2.6	4.4	-0.5	-0.8	-8.6	nt	1.6	-22.9	-7.1	7.3
CC1CCCCN1C(=O)CCS(=O)(=O)c1cc2c(cc1Cl)NC(=O)CO2 (centres undefined)	-1.8	nt	3.3	0.4	-11.9	nt	-2.7	-0.5	3.8	-25.9
Nc1ncc(Br)cc1S(=O)(=O)NCCC(=O)N1CCN(c2ccccn2)CC1	1.6	3.8	3.0	-0.4	-8.5	-3.5	-40.0	-0.5	-2.4	2.6
Cc1cc(C)c(C#N)c(Nc2cccc(C)c2C)n1	-1.2	-8.5	-3.4	0.8	-21.8	-2.9	12.5	4.2	-0.1	40.0
Cc1ccccc1CN1C[C@@H]2C[C@@H](c3cn[nH]c3-c3ccc(F)cc3)N3CCC[C@@]23C1=O	2.7	5.9	3.9	-4.0	-23.5	-0.8	-11.1	-10.8	-0.5	-11.9
Cc1cccc(CC(=O)NCC2CCCCC2)c1	3.7	31.4	1.4	-0.1	2.6	38.8	16.3	2.8	nt	-20.9
CCCCn1c(SCC(=O)NCc2ccco2)nnc1-c1ccoc1C	0.6	2.4	-1.0	-0.7	5.8	5.8	6.2	-4.6	nt	9.9
O=S(=O)(c1ccc(-c2cnc(C3CC3)o2)cc1)N1CCN(c2ccccc2)CC1	-4.7	37.5	-0.7	-1.5	-11.5	-4.2	2.7	-9.5	-0.8	-18.3

Record cards (already shown). Order of values: V-ATPase pH, MITF TRPM1 HTS, HTR5A ag ctr, CDK5 inh, PvdQ inh, NSD2 HMT inh, HTR5A inv ctr, dFosB activator, Wnt bcat act, SR-BI DiI inh
Results for C[C@H](O)[C@@H]1C(=O)N2CCc3ccc(-c4cccc(F)c4)cc3[C@@H]2C[C@@H]1N(C)C(=O)Nc1ccccc1 = 0.6, 19.3, nt, -0.9, -11.4, nt, nt, -17.7, -1.7, 1.0
Results for O=S(=O)(c1ccc(-c2cnc(C3CC3)o2)cc1)N1CCN(c2ccccc2)CC1 = -4.7, 37.5, -0.7, -1.5, -11.5, -4.2, 2.7, -9.5, -0.8, -18.3

The listing continues.
molecule	V-ATPase pH	MITF TRPM1 HTS	HTR5A ag ctr	CDK5 inh	PvdQ inh	NSD2 HMT inh	HTR5A inv ctr	dFosB activator	Wnt bcat act	SR-BI DiI inh
CCCCCCP(=O)(O)c1ccccc1	6.5	nt	-1.4	-0.2	-8.2	0.7	-14.1	-0.5	0.4	-32.6
C/C(=N\NC(=O)c1ccccc1)c1ccc(N2CCOCC2)cc1	1.6	8.9	4.4	2.1	-3.6	-3.3	29.1	-1.2	-1.9	-9.1
Cc1cc(C)c2nc(SCC(=O)NCCN3C(=O)CSC3=O)cc(C)c2c1	-0.4	9.1	1.8	-1.9	-5.5	-4.8	-22.0	-7.6	-0.7	21.3
O=C(Nc1ccc(S(=O)(=O)N2CCOCC2)cc1)c1ccc(Br)o1	-0.1	nt	0.7	-1.0	-15.2	15.4	-8.5	-5.5	nt	-28.3
COc1ccc(CC(=O)NCC(=O)N/N=C/c2c[nH]c3ccccc23)cc1	-3.3	0.8	-0.8	-0.1	-6.1	0.1	8.2	-14.0	8.4	-7.5
Cc1ccc(C2=NN(S(=O)(=O)c3ccccc3)C(c3ccco3)C2)cc1 (centres undefined)	3.1	-5.6	-2.9	0.2	-5.5	-0.3	7.1	-0.6	0.0	15.3
CN(C)CC(CCC(CN(C)C)C(=O)c1ccccc1)C(=O)c1ccccc1 (centres undefined)	-2.6	-97.0	1.0	1.9	6.5	nt	-2.6	7.8	nt	19.2
COc1ccc(S(=O)(=O)N2CCOCC2)cc1C(=O)Nc1ccon1	-3.5	-6.0	-2.3	-0.9	-18.6	-1.8	5.3	4.2	nt	9.0
NCCCn1c(C(=O)c2cc(Cl)c(N)c(Cl)c2)c2ccc(C(F)(F)F)cc2[n+]1[O-]	2.2	-15.2	0.7	2.0	-16.7	nt	18.4	14.2	-2.6	-2.3
Cc1cccc(N(CC(=O)NC2CCCC2)C(=O)CS(=O)CC(=O)Nc2ccc3c(c2)OCO3)c1 (centres undefined)	2.3	-5.5	3.6	1.5	-1.5	nt	11.1	-6.9	nt	-22.7
COc1ccc(S(=O)(=O)N2CCc3ccccc32)cc1C(=O)NCC(c1ccco1)N1CCCC1 (centres undefined)	-3.3	-1.1	3.5	3.2	7.4	0.6	-18.6	-9.5	-0.6	-9.8
CCCC(=O)Nc1ccc2nc(SCC(=O)N3CCCC3)sc2c1	-3.5	7.5	-3.5	-8.3	-5.9	-2.3	9.0	-10.9	12.5	28.1
O=C(COC(=O)c1ncc(Cl)c(Cl)c1Cl)NNC(=O)c1ccccc1	0.6	-9.1	-1.2	0.2	-0.5	-1.3	3.1	-2.8	-1.0	-5.4
Cc1ccccc1CC1SC(N=C(N)N)=NC1=O (centres undefined)	-2.3	6.3	-6.5	2.3	-14.7	-1.5	24.0	7.7	1.2	2.5
CCc1nnc(NC(=O)Nc2ccc(Cl)cc2)s1	0.0	45.2	-4.9	-0.5	-6.3	-2.8	-15.5	-0.4	6.6	26.1
O=C(Nc1ccc(O)c2c(=O)cc(-c3cccc(Cl)c3)oc12)c1cccc(Cl)c1	-3.9	-10.5	-0.8	-3.4	-7.5	nt	-22.3	1.4	-4.8	53.6
CN(C)S(=O)(=O)c1ccc(Cl)c(C(=O)Nc2ccc(S(=O)(=O)N3CCOCC3)cc2)c1	5.3	-9.9	-1.7	-0.2	-12.1	-2.1	4.5	-11.8	-4.8	nt
CC(C)Cn1c(N)c(C(=O)COC(=O)c2ccccc2C(=O)c2ccccc2)c(=O)n(C)c1=O	-6.7	-8.5	1.6	0.2	-12.8	-4.9	-18.0	-0.5	-3.2	35.0
CN(C)CCC(=O)c1ccc2c(c1)OCO2	-0.9	nt	2.9	-0.7	-8.9	nt	8.1	-0.7	nt	-7.2
Cc1ccc(C)c(S(=O)(=O)NCCOC(=O)Nc2sc(=S)n(C)c2C)c1	0.3	-5.4	1.7	0.6	-4.8	nt	-12.4	-7.7	-1.2	-1.2

Other entries follow:
canonical_smiles,V-ATPase pH,MITF TRPM1 HTS,HTR5A ag ctr,CDK5 inh,PvdQ inh,NSD2 HMT inh,HTR5A inv ctr,dFosB activator,Wnt bcat act,SR-BI DiI inh
COCCCNc1ccnc2c(Cl)cccc12,-2.1,1.3,-8.1,-0.3,-9.4,1.1,20.6,-6.9,nt,-23.8
COc1ccc(Oc2nc(C)cc(C)c2S(=O)(=O)c2ccc(C)cc2)cc1,-14.4,2.9,-0.5,2.7,-6.1,-4.9,4.1,-12.8,nt,16.7
C=CCC1c2cccc(C(=O)O)c2C(=O)N1c1ccc(F)cc1 (centres undefined),0.2,-13.5,7.9,0.4,1.8,-0.6,0.4,1.6,nt,-11.7
CCN(C(=O)COC(=O)c1ccccc1NCc1ccco1)c1c(N)n(Cc2ccccc2)c(=O)[nH]c1=O,1.5,-10.1,-3.6,0.9,-22.5,0.4,0.4,-10.8,-0.9,72.9*
O=C(c1cc2ccccc2o1)N1CCOCC1,-0.8,11.5,2.2,0.3,2.5,1.0,-6.6,4.4,1.0,-7.5
CCN(CC(=O)Nc1c(F)cccc1F)C(=O)CCCc1c[nH]c2ccccc12,-1.7,-12.4,-1.4,0.1,-0.7,-0.8,5.1,2.2,-1.6,16.8
COc1ccc(CNC(=O)C(C)OC(=O)CCN2C(=O)C3CC=CCC3C2=O)cc1 (centres undefined),-2.3,-2.1,-3.3,0.9,-12.5,0.8,8.0,0.7,-3.1,8.0
COc1ccc(C(CNC(=O)C(CCSC)NC(=O)c2ccccc2Cl)N2CCCCC2)cc1 (centres undefined),-1.5,2.0,-0.6,-0.3,-19.1,4.3,-7.0,-1.0,-0.5,-11.4
CC(=O)NC(CCS(C)(=O)=O)C(=O)Nc1cc(C)on1 (centres undefined),5.5,nt,2.1,-9.2,-16.5,nt,6.9,3.1,2.2,-18.4
